# M4 antag – antagonists of human muscarinic M4 receptor (CHRM4) | AID 624125 | inhibition, % at 3 µM | CHO-hM4 cells, ACh EC80, Fluo-8 calcium fluorescence | hit rate 0.73% among 360,000;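 active = inhibition above its plate's cutoff, the mean inhibition of sample wells plus 3 SD, cut at about 27% in these data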;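 note: 0% = acetylcholine EC80 with DMSO and 100% = DMSO without agonist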
# Target sequence (P08173 whole entry, looked up): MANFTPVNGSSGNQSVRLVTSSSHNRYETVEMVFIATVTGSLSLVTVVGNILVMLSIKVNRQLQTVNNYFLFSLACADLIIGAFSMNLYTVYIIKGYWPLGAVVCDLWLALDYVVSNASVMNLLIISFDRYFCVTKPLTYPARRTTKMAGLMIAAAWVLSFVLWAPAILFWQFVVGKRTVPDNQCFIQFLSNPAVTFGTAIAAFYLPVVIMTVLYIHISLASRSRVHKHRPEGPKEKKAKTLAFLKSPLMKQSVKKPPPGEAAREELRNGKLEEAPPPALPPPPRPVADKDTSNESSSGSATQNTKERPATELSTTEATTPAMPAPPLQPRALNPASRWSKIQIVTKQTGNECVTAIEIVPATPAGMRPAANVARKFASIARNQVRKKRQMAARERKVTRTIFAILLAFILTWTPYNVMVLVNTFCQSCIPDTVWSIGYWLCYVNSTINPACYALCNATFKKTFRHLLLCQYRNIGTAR
# CRFR2-BP antag – blocks CRF-induced signaling of the CRF-BP/CRF-R2 complex; HEK293 CRF-R2/CRF-BP, CRF-induced calcium fluorescence; inhibition, % at 11.8 µM; hit rate 0.59% among 350,000;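 active = inhibition of the ligand-induced calcium signal above about 50% at the single tested concentration, limit read from the data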
# M1 PAM – human CHRM1 positive allosteric modulation; CHO-K1 hM1, Fluo-8 calcium fluorescence, ACh EC20; 0% = ACh EC20, 100% = maximal ACh; P11229; hit rate 0.088% among 360,000; activation, % at 3 µM; in the data active = activation above about 19%, passing the limit was not always enough
# Target sequence (P11229 whole entry, looked up): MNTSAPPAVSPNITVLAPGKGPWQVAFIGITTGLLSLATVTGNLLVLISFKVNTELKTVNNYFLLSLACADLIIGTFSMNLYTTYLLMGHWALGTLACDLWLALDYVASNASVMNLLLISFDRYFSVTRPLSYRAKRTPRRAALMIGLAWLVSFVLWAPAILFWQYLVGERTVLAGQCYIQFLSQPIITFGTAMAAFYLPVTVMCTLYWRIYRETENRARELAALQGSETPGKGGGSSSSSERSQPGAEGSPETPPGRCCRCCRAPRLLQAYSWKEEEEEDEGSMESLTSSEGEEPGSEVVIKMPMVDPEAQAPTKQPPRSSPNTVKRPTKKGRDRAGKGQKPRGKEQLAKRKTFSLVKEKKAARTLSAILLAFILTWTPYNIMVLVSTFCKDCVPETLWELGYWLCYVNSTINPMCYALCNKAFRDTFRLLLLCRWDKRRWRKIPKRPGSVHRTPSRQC
# CHRM4 agonist – CHRM4 agonism in calcium assay; P08173; CHO-K1 hM4/Gqi5, Fluo-8 calcium fluorescence; vehicle 0%, full acetylcholine response 100%; activation, % at 3 µM; hit rate 0.14% among 360,000;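 active = activation above the run mean over all test wells plus 3 SD, cut at about 32% in these data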;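 note: peak over basal fluorescence ratio per well then scaled between controls; 0% = DMSO wells and 100% = acetylcholine at EC100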
# M5 antag – CHRM5 antagonism in calcium assay | P08912 | hit rate 0.59% among 360,000 | CHO-hM5 cells, Fluo-8 calcium fluorescence, ACh EC80 | inhibition, % at 3 µM;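 active = inhibition above a per-plate cutoff, the mean of that plate's test compounds plus 3 SD, cut at about 27% in these data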;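 note: 0% = acetylcholine EC80 with DMSO and 100% = DMSO without agonist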
# CHRM5 PAM – potentiates acetylcholine response at human M5 receptor | activation, % at 3 µM | hit rate 0.3% among 360,000 | CHO-K1 hM5, Fluo-8 calcium, ACh EC20 PAM; 0% = ACh EC20, 100% = ACh EC100 | P08912;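 active = activation above the run cutoff, the mean activation of all test compounds plus 3 SD, cut at about 18% in these data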
#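 Probe or stimulus: acetylcholine, EC20 level; Assay system: human M5 receptor in CHO-K1 cells; Schedule: compound preincubation 140 s before EC20 acetylcholine addition; Technique: intracellular calcium via Fluo-8 fluorescence; Dosing: single-point, 3 µM nominal; Read-out basis: percent activation from peak-over-basal fluorescence ratio, scaled EC20-to-EC100 acetylcholine; Repeats: one well per compound, no replicates.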
# M4 PAM – potentiates acetylcholine response at human M4 receptor; P08173; CHO-K1 hM4/Gqi5, Fluo-8 calcium fluorescence, ACh EC20; 0% = ACh EC20, 100% = maximal ACh; AID 624126; hit rate 0.4% among 360,000; activation, % at 3 µM;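 active = activation above its plate's cutoff, the mean activation of sample wells plus 3 SD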; note: some results filed as inactive read as strong as hits
# CRFR2-BP ag – agonists of human CRF-binding protein/CRF-R2 receptor complex; HEK293 CRF-R2/CRF-BP, calcium dye fluorescence (FLIPR); percent of saturating CRF peptide response; activation, % at 13.2 µM; hit rate 0.46% among 350,000;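 active = activation of at least 50%, plus an integration ratio under a set limit after plate pattern correction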;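 note: plate controls were neutral control wells without compound for no effect and CRF at EC100 for full effect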
# M5 ag – CHRM5 agonism in calcium assay | P08912 | CHO-K1 hM5 cells, Fluo-8 calcium fluorescence; 0% DMSO wells, 100% maximal acetylcholine response | activation, % at 3 µM | hit rate 0.19% among 360,000 | AID 624037;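 active = activation above the run's mean over test compounds plus 3 SD, cut at about 23% in these data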;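 note: signal is peak over basal fluorescence ratio across the kinetic read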
# The depositor's hits bear a star; / = no result given. Hits appear at their usual frequency, and some 2.6% of all compounds hit somewhere here.
M4 antag | CRFR2-BP antag | M1 PAM | CHRM4 agonist | M5 antag | CHRM5 PAM | M4 PAM | CRFR2-BP ag | M5 ag | SMILES
5.5 | 21.8 | 5.6 | 0.3 | -3.8 | 4.0 | 10.1 | -0.7 | 1.3 | O=C(O)CCC(NC(=O)c1cncc(O)c1)C(=O)O (stereo not given)
6.4 | -32.6 | 4.6 | 0.5 | 1.9 | -0.2 | 0.5 | -0.7 | -1.6 | CCCCn1c(=O)[nH]c(=O)c2c1nc(-c1ccc(-c3ccccc3Br)o1)n2CC
-3.1 | 21.6 | 2.5 | -1.9 | 7.1 | -5.0 | -8.1 | -1.6 | -7.8 | CC(NS(=O)(=O)c1ccc(Br)cc1)c1ccccc1 (stereo not given)
-11.5 | -3.6 | 12.6 | 0.7 | 5.2 | -3.6 | 6.8 | -0.3 | 4.6 | O=C(O)CC1(C(=O)O)CCCC1
-1.2 | -16.2 | 6.3 | 1.9 | -1.1 | 3.3 | 3.9 | 1.1 | 3.1 | O=C(Nc1ccccc1)Nc1nnc(-c2cccs2)s1
6.5 | 19.1 | -12.4 | 1.0 | 5.7 | -14.2 | 0.9 | 0.0 | -5.4 | O=C(Nc1ccon1)C(Sc1ccccc1)c1ccccc1 (stereo not given)
-4.5 | 24.1 | 0.0 | 2.3 | -6.2 | -2.0 | 2.0 | 0.8 | 1.6 | Oc1ccccc1C1=NCCNC(C(F)(F)F)=C1
4.6 | 2.5 | 6.0 | 0.4 | 0.7 | 3.8 | 0.3 | 0.2 | -2.6 | Cc1onc(-c2c(F)cccc2Cl)c1C(=O)N1CCCCC1

# The list goes on, starting with the last four of the part before.
M4 antag | CRFR2-BP antag | M1 PAM | CHRM4 agonist | M5 antag | CHRM5 PAM | M4 PAM | CRFR2-BP ag | M5 ag | SMILES
-1.2 | -16.2 | 6.3 | 1.9 | -1.1 | 3.3 | 3.9 | 1.1 | 3.1 | O=C(Nc1ccccc1)Nc1nnc(-c2cccs2)s1
6.5 | 19.1 | -12.4 | 1.0 | 5.7 | -14.2 | 0.9 | 0.0 | -5.4 | O=C(Nc1ccon1)C(Sc1ccccc1)c1ccccc1 (stereo not given)
-4.5 | 24.1 | 0.0 | 2.3 | -6.2 | -2.0 | 2.0 | 0.8 | 1.6 | Oc1ccccc1C1=NCCNC(C(F)(F)F)=C1
4.6 | 2.5 | 6.0 | 0.4 | 0.7 | 3.8 | 0.3 | 0.2 | -2.6 | Cc1onc(-c2c(F)cccc2Cl)c1C(=O)N1CCCCC1
-5.4 | -1.0 | 4.4 | 1.6 | -10.4 | 7.2 | 11.7 | -0.8 | -0.3 | Cc1ccc(S(=O)(=O)CCC(=O)N2CCN(c3ccccc3F)CC2)cc1
8.4 | -18.2 | 1.5 | 0.7 | 7.8 | -1.1 | -6.8 | -3.7 | 3.0 | Cc1cc(C(=O)Nc2ccc(N3CCOCC3)c(Cl)c2)c(C)o1
8.2 | 14.6 | 6.5 | 6.4 | -8.2 | -2.1 | 2.8 | 1.7 | 0.4 | C=CCn1c(SCc2c(C)noc2C)nnc1C1COc2ccccc2O1 (stereo not given)
1.9 | 5.2 | 2.7 | 0.3 | -8.5 | 3.5 | 18.3 | -1.2 | -1.4 | CCOc1cccc(C(=O)NCc2ccccc2)c1
-18.8 | 4.3 | 12.2 | 0.3 | -5.2 | 7.6 | 12.6 | -0.5 | -4.0 | Cc1ccsc1C(=O)OCC(=O)NCCNC(=O)COC(=O)c1sccc1C
-22.6 | 2.6 | 6.5 | 11.4 | 4.4 | -5.6 | 7.0 | 0.9 | 1.4 | Cc1nnc2sc(-c3cccc(F)c3)nn2c1=O
-0.1 | 3.5 | 7.6 | 4.4 | -1.2 | -2.7 | -3.3 | 0.4 | -0.5 | O=C(NCc1cccnc1)c1cccc(-c2cc3ccccc3oc2=O)c1
-4.7 | -3.1 | 4.1 | 2.4 | -5.5 | 0.0 | -2.2 | 2.1 | 0.4 | CCOC(=O)Cn1c(=NC(=O)CSC(C)=O)sc2cc(OC)ccc21
-0.9 | 5.2 | -1.3 | 0.4 | 6.2 | 1.0 | -1.8 | -0.4 | 1.7 | CC[C@@H](CC1CCCCC1)C(=O)N(Cc1ccccc1)c1ccccc1
-3.3 | 3.0 | 2.5 | 0.5 | 10.6 | -9.0 | 1.3 | -1.4 | 1.2 | CC(C)C(NC(=O)c1ccc(F)cc1)C(=O)NC1(C)CCS(=O)(=O)C1 (stereo not given)
-4.2 | 7.2 | 5.7 | 5.2 | -5.8 | -1.9 | 6.2 | -3.0 | -9.6 | COc1ccc(S(=O)(=O)N(CC(=O)NCc2ccco2)c2ccccc2)cc1OC
2.8 | 3.9 | 7.1 | 0.9 | 5.0 | -3.3 | -5.3 | -1.4 | 1.5 | COC(=O)C(C)(C)c1cccnc1C#N
7.9 | 6.8 | -3.6 | 6.2 | 1.8 | -9.2 | -7.7 | -0.9 | -3.7 | COc1cccc(CN(C)Cc2cc(=O)oc3c(C)c(C)ccc23)c1
3.9 | 2.9 | 8.3 | 1.2 | 4.0 | 0.2 | -5.1 | -0.7 | -0.3 | COc1ccc(N2C(=O)CC(N3CCN(S(=O)(=O)c4c(F)cccc4F)CC3)C2=O)cc1OC (stereo not given)
0.8 | -12.4 | -0.9 | 1.1 | 6.1 | -3.0 | 5.2 | 2.6 | -0.6 | CCN(CC(=O)NCc1cccs1)C(=O)c1cc(=O)[nH]c2ccccc12
-4.6 | 7.5 | 1.7 | -1.8 | 4.0 | -0.2 | -0.6 | 0.5 | -6.0 | COc1cc(C(=O)NCC(=O)N/N=C/c2ccc(-c3ccc([N+](=O)[O-])cc3)o2)cc(OC)c1OC
-3.1 | -7.2 | 5.1 | 5.8 | 12.2 | -5.7 | -1.9 | 1.0 | 0.1 | O=C(CN(Cc1ccccc1Cl)C(=O)c1csnn1)NCc1ccccc1
3.9 | 14.4 | -0.8 | 1.6 | 5.1 | -1.5 | -5.2 | -0.8 | -1.8 | O=C(Nc1ccccc1Cl)C1CCCN(S(=O)(=O)c2ccc(-n3cnnn3)cc2)C1 (stereo not given)
-0.5 | 16.3 | -1.0 | 5.8 | 8.7 | -0.7 | 1.3 | -1.3 | 5.4 | CCc1ccc(OCC(=O)OCC(=O)c2ccc3c(c2)NC(=O)CO3)cc1
2.9 | -16.0 | 3.5 | 0.9 | 3.6 | 3.2 | 11.5 | -0.6 | 1.7 | CC1CCCC(NC(=O)C2CCN(C(=O)Nc3ccccc3)CC2)C1C (stereo not given)
2.6 | 1.5 | 6.8 | 0.7 | 8.7 | 2.2 | 5.3 | -0.5 | 1.3 | O=C1NC(=O)C2(CCCCC2)N1
5.2 | -6.1 | 6.5 | 0.2 | 3.7 | -3.4 | -1.2 | -0.9 | -5.0 | Cn1cnnc1SC(C(=O)Nc1ccc(F)cc1)c1ccccc1 (stereo not given)
-1.2 | 8.1 | 1.0 | 1.3 | 0.8 | -4.2 | -3.1 | -1.0 | -0.1 | COc1ccc(Cl)cc1NC(=O)C/C(C)=N/NC(=O)c1ccc(O)cc1
6.2 | -5.8 | 3.6 | 4.4 | 0.5 | -0.9 | -0.6 | -0.6 | -0.1 | COc1ccc(C(=O)Nc2ccc(OC)c([N+](=O)[O-])c2)cc1Br

# In the list so far, 2 have a nitro group on carbon:
M4 antag | CRFR2-BP antag | M1 PAM | CHRM4 agonist | M5 antag | CHRM5 PAM | M4 PAM | CRFR2-BP ag | M5 ag | SMILES
-4.6 | 7.5 | 1.7 | -1.8 | 4.0 | -0.2 | -0.6 | 0.5 | -6.0 | COc1cc(C(=O)NCC(=O)N/N=C/c2ccc(-c3ccc([N+](=O)[O-])cc3)o2)cc(OC)c1OC
6.2 | -5.8 | 3.6 | 4.4 | 0.5 | -0.9 | -0.6 | -0.6 | -0.1 | COc1ccc(C(=O)Nc2ccc(OC)c([N+](=O)[O-])c2)cc1Br

# The listing continues.
M4 antag | CRFR2-BP antag | M1 PAM | CHRM4 agonist | M5 antag | CHRM5 PAM | M4 PAM | CRFR2-BP ag | M5 ag | SMILES
9.0 | 5.3 | 4.7 | 0.6 | 23.6 | -10.2 | 8.9 | -1.5 | -5.7 | C[C@@H](CC#N)CN1CC[C@H](C(C)(C)C)CCC1=O
-3.1 | 0.6 | -1.9 | 0.8 | 3.2 | -0.9 | -3.2 | -0.6 | -0.2 | COc1cc2cc(Oc3ccc4ccc(=O)oc4c3)c(=O)oc2cc1OC1OC(COC(=O)CC(C)(O)CC(=O)O)C(O)C(O)C1O (stereo not given)
-0.6 | -7.2 | 3.9 | 0.2 | 4.2 | -1.7 | -3.0 | -0.1 | 0.1 | CCn1cc(CN2CCC(n3nccc3NC(=O)Cc3ccccc3)CC2)c(C)n1
-7.5 | -3.1 | 5.8 | 5.2 | 9.3 | -4.7 | -4.2 | -1.2 | -0.3 | Cc1ccc(-c2cn3cccnc3n2)cc1
-7.3 | -18.6 | -2.8 | 7.6 | -3.8 | -3.5 | 14.3 | 2.8 | 1.4 | CC(=O)C1=C(C)NC(SCC(=O)c2ccc(Cl)c(Cl)c2)=C(C#N)C1c1ccco1 (stereo not given)
-2.8 | 5.0 | -4.2 | -0.7 | 7.2 | -7.2 | -3.5 | -0.8 | -3.3 | Cn1c(-c2ccccc2)cc(=O)cc1-c1ccccc1
-2.7 | 2.9 | 8.5 | 0.5 | -0.3 | -0.6 | 4.1 | 1.8 | -1.2 | CN(C)CCN1C(=O)C(O)=C(C(=O)c2cc3ccccc3o2)C1c1cccc(Br)c1 (stereo not given)
0.0 | / | 10.1 | 0.9 | 5.7 | 5.8 | 0.7 | / | -2.5 | CC(C(=O)N1CCCC1)N(c1ccccc1)S(C)(=O)=O (stereo not given)
-16.0 | -5.8 | -0.6 | -1.0 | 5.9 | -5.2 | -9.0 | -0.2 | -1.7 | C=CCN(N=Nc1cccc([N+](=O)[O-])c1)c1cccc([N+](=O)[O-])c1
3.7 | 5.2 | 6.2 | 0.0 | 9.6 | -5.1 | -2.7 | 0.2 | -2.5 | CCOc1ccc(NC(=O)CCC(=O)Nc2cc(OC)c(NC(=O)c3ccco3)cc2OC)cc1
34.1* | 23.8 | -11.7 | 15.2 | 21.5 | -18.5 | -22.2 | 5.8 | 1.1 | Cc1c(C(=O)NCCC2=CCCCC2)oc2ccc(S(=O)(=O)N3CCC4(CC3)OCCO4)cc12
0.3 | -14.9 | 0.6 | 3.8 | 2.4 | -4.2 | 1.2 | -0.5 | 2.3 | CSCCOC(=O)c1[nH]c2c(c1C)C(=O)CC(c1ccco1)C2 (stereo not given)
-4.5 | -0.1 | 2.9 | 3.0 | 4.0 | -0.4 | 3.4 | -2.0 | -1.2 | O=C(NCc1ccc2c(c1)OCO2)c1ccc2c(c1)OCO2
-10.1 | -6.4 | 16.8 | 1.0 | -8.9 | 3.3 | 5.7 | 0.3 | -2.0 | COc1ccc(CNC2C[C@H]3CCCC(=O)N4CC[C@@H](C2)[C@@H]34)cc1 (stereo not given in full)
6.1 | -8.3 | -0.4 | 1.0 | 12.2 | 0.1 | 2.2 | 0.8 | -6.2 | CCc1ccc2nc(N(CCN(C)C)C(=O)c3ccc4ccccc4c3)sc2c1
4.5 | 19.0 | -1.0 | 0.1 | 1.4 | -1.6 | 4.0 | -3.4 | 0.1 | COc1cccc(CNC(=O)c2ccc(C)c(NC3=NC4CS(=O)(=O)CC4S3)c2)c1 (stereo not given)

# Source: PubChem BioAssay
